# Screens as filed in PubChem BioAssay.
# SMARCA2 activ – activators of SMARCA2 function | MG213 cells, MMTV-luciferase reporter, dexamethasone, overnight | activation, % at 9.1 µM | hit rate 1% among 370,000; in the data active means activation above about 7.8%;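 further: 0% = vehicle wells and 100% = reference activator wells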
# hcDAF12 agonist – activators of H. contortus DAF-12 nuclear receptor; hit rate 1.4% among 370,000; HEK293 hcDAF-12 lit1-tk-luc reporter, luminescence; 0% DMSO, 100% Δ7-dafachronic acid; activation, % at 6.8 µM;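 active means activation above the mean of all tested compounds plus 3 SD, cut at about 5.5% in these data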;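 further: 100% = response to 3 µM Δ7-dafachronic acid high control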
# NPR1 activator – GC-A (human) enzyme activation | P16066 | HEK293 GC-A cells, cGMP TR-FRET, EC30 ANP; 0% at EC30 ANP, 100% saturating ANP | activation, % at 10 µM | hit rate 0.14% among 370,000 | AID 1671463; in the data active means activation above about 40%
# DAX1 inh-1 – NR0B1 (DAX1) inhibition; AID 504766; hit rate 0.99% among 340,000; inhibition, % at 6.75 µM; HEK293 Gal4-DAX1 luciferase reporter, luminescence;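 active means inhibition above the mean over all tested compounds plus 3 SD, cut at about 4.2% in these data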;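 further: 0% = DAX1-transfected cells with DMSO and 100% = empty-vector control cells with DMSO; inhibition shows as a rise in luminescence from relieved DAX1 repression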
# Target sequence (P51843 207-470 limits assumed): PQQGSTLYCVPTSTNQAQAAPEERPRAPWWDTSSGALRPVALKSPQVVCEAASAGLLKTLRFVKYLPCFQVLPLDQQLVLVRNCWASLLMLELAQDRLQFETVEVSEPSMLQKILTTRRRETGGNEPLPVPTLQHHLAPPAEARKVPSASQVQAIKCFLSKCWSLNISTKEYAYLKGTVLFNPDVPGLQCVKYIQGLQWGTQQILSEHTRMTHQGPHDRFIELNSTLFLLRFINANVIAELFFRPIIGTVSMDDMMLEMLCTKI
# proKLK7 act – activators of human kallikrein-7 zymogen; P49862; purified proKLK7, EDANS-DABCYL substrate fluorescence; 100% is mature enzyme control, 0% vehicle; hit rate 0.9% among 370,000; activation, % at 7 µM;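 active means activation above the mean of all tested compounds plus 3 SD, computed per campaign excluding outliers beyond control limits, cut at about 13% in these data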
# Target sequence (P49862 whole entry, looked up): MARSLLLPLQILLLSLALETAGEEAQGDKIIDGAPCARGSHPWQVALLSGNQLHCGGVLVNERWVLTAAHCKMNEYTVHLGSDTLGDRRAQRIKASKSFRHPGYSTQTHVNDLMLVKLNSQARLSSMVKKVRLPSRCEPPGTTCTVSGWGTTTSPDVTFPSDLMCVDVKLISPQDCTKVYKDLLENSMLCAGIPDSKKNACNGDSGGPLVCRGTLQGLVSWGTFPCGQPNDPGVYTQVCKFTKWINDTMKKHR
# hgDAF12 agonist – activates the H. glycines DAF-12 receptor ligand-binding domain. hit rate 1.8% among 370,000. HEK293 GAL4-hgDAF12 UAS-luciferase reporter, agonist luminescence; normalized to butyrate control. activation, % at 6.8 µM. AID 687014;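 active means activation above a cutoff set at the mean of all screened compounds plus 3 SD, cut at about 10% in these data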;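 further: 0% = DMSO wells and 100% = sodium butyrate wells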
# FXN GAA850 act – increases GAA850 frataxin promoter reporter activity; hit rate 0.56% among 360,000; AID 540364; HEK293 lucGAA850 FXN promoter luciferase reporter, 24 h; percent of 10 µM SAHA response; activation, % at 6 µM;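 active means activation above the average of all compounds screened plus 3 SD, cutoff fixed separately per campaign, cut at about 7.5% in these data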;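 further: 0% = DMSO wells and 100% = 10 µM SAHA wells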
# ssDAF12 agonist – S. stercoralis DAF-12 activation, primary screen; HEK293 ssDAF-12/GRIP1 lit1-tk-luc reporter, luminescence; % of 3 µM dafachronic acid response; activation, % at 6.8 µM; hit rate 1% among 370,000;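 active means activation above the mean over all tested compounds plus 3 SD, cut at about 0.9% in these data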;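 further: 0% = DMSO-only wells and 100% = 3 µM delta7-dafachronic acid wells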
# sPLA2-III inh – Blocks human group III sPLA2 activity; AID 743126; hit rate 0.56% among 370,000; inhibition, % at 12.2 µM; QFRET BODIPY PC-A2 liposome hydrolysis, fluorescence;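 active means inhibition above mean plus 3 SD of compounds lying within the high and low control bounds, cut at about 19% in these data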;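 further: 0% = median of test compound wells and 100% = no enzyme DMSO wells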
# Target sequence (Q9NZ20 whole entry, looked up): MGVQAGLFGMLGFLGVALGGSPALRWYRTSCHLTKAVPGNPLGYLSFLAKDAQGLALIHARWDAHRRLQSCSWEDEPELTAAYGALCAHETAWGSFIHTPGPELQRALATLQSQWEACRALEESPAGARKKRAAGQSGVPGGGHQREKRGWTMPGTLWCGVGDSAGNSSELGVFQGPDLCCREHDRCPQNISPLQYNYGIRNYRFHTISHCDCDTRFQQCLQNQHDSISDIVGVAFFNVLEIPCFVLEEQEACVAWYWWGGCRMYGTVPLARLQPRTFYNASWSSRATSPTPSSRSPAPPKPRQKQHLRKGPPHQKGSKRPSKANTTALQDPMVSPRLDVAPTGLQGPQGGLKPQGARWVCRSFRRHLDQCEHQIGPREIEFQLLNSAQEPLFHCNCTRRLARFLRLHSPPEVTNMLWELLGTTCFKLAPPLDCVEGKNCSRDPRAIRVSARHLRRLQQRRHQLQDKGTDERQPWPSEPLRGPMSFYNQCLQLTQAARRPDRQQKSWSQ
# GC-B act – GC-B (human) receptor activation; P20594; HEK293-GC-B cells, CNP EC30, cGMP TR-FRET; 0% at EC30 CNP, 100% saturating CNP; activation, % at 10 µM; hit rate 0.11% among 370,000;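 active means activation at 10 µM reaching about 35% in either raw or pattern-adjusted values, limit read from the data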
# DAX1 inh-2 – DAX1 (NR0B1) inhibition, primary screen; HEK293T StAR-luciferase reporter, SF-1/DAX-1 repression relief; inhibition, % at 6.8 µM; hit rate 1.1% among 370,000; AID 652010;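 active means inhibition above the mean over all tested compounds plus 3 SD, cut at about 3.6% in these data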;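 further: 0% = DAX-1 cells with DMSO and 100% = cells lacking DAX-1 with DMSO; higher inhibition means more luminescence from relief of DAX-1 repression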
# * hit, by the source's call; . = not tested or not shown.
smiles	SMARCA2 activ	hcDAF12 agonist	NPR1 activator	DAX1 inh-1	proKLK7 act	hgDAF12 agonist	FXN GAA850 act	ssDAF12 agonist	sPLA2-III inh	GC-B act	DAX1 inh-2
COc1ccc(-c2c(C)n([O-])c3c([n+]2=O)CCCCC3)cc1OC	-1	-1.6	2	-1.0	0.2	-5.0	2.0	-1.3	0	5	-0.5
Cc1ccc(S(=O)(=O)N(CC(O)CN2CCOCC2)c2cccc([N+](=O)[O-])c2)cc1 (stereo unspecified)	-1	-1.0	-2	0.2	0.2	0.6	-1.9	-0.8	5	5	0.2
COc1cccc(NC(=O)CSc2nc3ncc(Br)cc3[nH]2)c1	0	-0.6	-2	-0.1	1.0	0.2	1.0	-0.8	-40	0	-0.3
Cc1ccccc1-n1nc(C)c2cc(C(=O)N3CCN(S(=O)(=O)c4ccc(Cl)cc4)CC3)sc21	0	-1.1	0	0.8	0.1	1.1	-1.5	-1.1	-1	7	0.3
CCOc1ccc(S(=O)(=O)N(CC)CC(=O)NCc2ccco2)cc1C	-3	-1.6	-2	-0.3	-0.1	-0.9	1.5	-1.8	-8	-3	-0.2
CN1CCN(P(=O)(c2ccccc2)c2nc3ccccc3s2)CC1 (stereo unspecified)	-2	-0.8	-14	0.7	0.2	-1.2	-0.4	-0.4	9	-2	0.6
O=C(NCCn1cc(SCC(=O)N2CCOCC2)c2ccccc21)c1ccccc1	0	0.8	-2	0.0	-0.1	-0.8	-0.3	-0.6	-2	-2	0.2
CN(CCOc1ccccc1)S(=O)(=O)c1ccc2oc3ccccc3c2c1	-5	0.1	0	0.0	-0.3	-0.6	3.2	-0.8	-7	0	0.6
CCOCCCNC(=O)C(NC(=O)Cc1c[nH]c2ccccc12)c1ccc(OC)cc1 (stereo unspecified)	-2	5.8*	3	0.0	0.5	2.9	0.0	0.6	-32	3	0.7
CCn1cc(-c2csc(N)n2)c(C)n1	-1	-0.3	-1	-0.7	0.7	-2.4	0.9	-0.9	1	-1	0.3
Cc1ccc(OCC(=O)NCCNC(=O)c2ccncc2)cc1	3	-1.8	3	-0.2	-0.4	-2.0	-0.9	-1.3	2	-3	-0.2
COc1ccc(S(=O)(=O)N2CCN(C/C=C/c3ccccc3)CC2)cc1NC(C)=O	-1	2.2	1	-0.5	-0.1	2.4	1.5	-1.1	-13	-7	-0.5
COc1ccc(C(C#N)Nc2ccc(C)cc2)cc1 (stereo unspecified)	0	0.4	0	1.0	-0.6	2.7	-0.7	-1.2	2	7	0.0
COc1cccc(OC)c1C(=O)NC(C)c1ccccc1 (stereo unspecified)	-2	1.1	-7	1.5	-0.1	0.9	0.5	-0.9	7	8	-0.1
Cc1cc(C)cc(NC(=O)Cn2cc(C=O)c3ccccc32)c1	0	-1.4	-23	-0.9	-0.1	-0.2	-0.4	-1.7	-18	-13	-0.6
Cc1cc(OCc2cc(C(=O)N(C)CCc3cnn(C)c3)no2)cc(C)c1Cl	4	1.2	5	0.6	0.4	7.0	5.4	-0.9	-11	2	4.2*
CC(C)COCC(O)CCC(=O)NNC(=S)Nc1ccccc1 (stereo unspecified)	-1	-1.5	0	-0.6	0.4	2.0	2.4	0.2	19	-4	0.5
Cc1nn(CCC(=O)NNC(=S)NCC(C)C)c(C)c1Br	-2	-1.6	-1	2.0	0.3	1.1	-1.3	-0.8	6	-1	0.1
O=C1CC(NS(=O)(=O)c2cccnc2)CN1c1cccc(F)c1 (stereo unspecified)	-1	-0.1	5	-0.4	0.2	2.1	-0.1	-0.6	4	-4	1.6
O=C(Nc1ccncc1)c1cc(S(=O)(=O)N2CCN(c3ccccc3)CC2)ccc1Cl	-5	-2.7	-18	-1.9	0.5	-2.4	-1.4	-1.7	-15	-12	-3.3
COc1cc2c(c(OC)c1OC)-c1ccc(N(C)CC(OC)OC)c(=O)cc1[C@@H](NC(C)=O)CC2	1	1.1	4	-1.1	0.3	-3.3	1.6	-0.2	-5	-2	0.4
N#CCCN(C(=O)COC(=O)c1ccc2c(=O)n3c(nc2c1)CCC3)c1ccccc1	4	1.0	3	-0.9	-0.5	-2.6	1.0	-1.5	7	-1	0.1
Cc1cc(C(=O)OCC(=O)Nc2nnc(C(C)C)s2)c2ccccc2n1	1	-2.2	-2	0.2	0.2	-1.1	2.2	-1.0	-1	5	-0.2
O=C(NCCc1ccc(Cl)cc1)c1nnc(Cc2ccc(Cl)cc2)o1	3	-1.2	1	1.3	-0.3	-0.9	-0.3	-1.4	2	-4	1.6
Cc1nnsc1-c1nc2ccccc2[nH]1	1	-2.4	1	2.0	32*	-0.3	2.3	-0.9	-9	2	-0.8

# Carrying on:
smiles	SMARCA2 activ	hcDAF12 agonist	NPR1 activator	DAX1 inh-1	proKLK7 act	hgDAF12 agonist	FXN GAA850 act	ssDAF12 agonist	sPLA2-III inh	GC-B act	DAX1 inh-2
CC(=O)N(c1nc(CCl)cs1)c1c(C)cc(C)cc1C	1	1.0	4	-0.9	-0.7	3.3	1.1	-1.6	5	1	0.0
OCCC1CN(Cc2cnc(-c3ccccc3)s2)CCN1C1CCCCC1 (stereo unspecified)	-3	0.9	2	1.0	-0.5	-3.9	-0.8	-0.6	-4	5	0.3
COc1ccc(S(=O)(=O)Nc2noc3ccccc23)cc1OC	2	-1.0	0	3.1	0.4	-2.0	0.0	-0.7	0	3	0.2
O=C(O)C1(c2ccccc2)CCN(S(=O)(=O)c2ccc(Cl)cc2)CC1	-1	-0.1	-3	0.7	-0.1	-0.1	0.5	-0.8	6	3	0.2
COc1ccc(-c2cn3cc(C(=O)NN)ccc3n2)cc1	11*	1.4	-10	-1.4	40*	12*	1.6	-0.9	-3	-9	2.0
CCN(CC)c1ccc2c(c1)C(=O)N(C)C2=O	3	-1.1	-1	3.0	0.9	2.2	3.2	-0.6	-7	1	0.7
O=C(O)CCC(=O)NNC(=O)c1ccc([N+](=O)[O-])cc1	-1	-1.2	0	-2.3	0.4	-0.7	1.1	-0.5	-5	3	0.0
CCOC(=O)c1c(-c2ccccc2)csc1NC(=O)CSc1nnc(C)s1	-4	-4.3	8	-0.5	-0.1	-7.3	5.5	-2.7	-38	3	-1.7
CCOC(=O)c1sc2nc(C)nc(N3CCN(S(=O)(=O)c4ccccc4)CC3)c2c1C	1	-2.2	-8	2.7	0.4	0.8	0.4	-1.1	-3	-5	0.3
N#Cc1c[nH]n2c(=O)c3c(nc12)CCC3	0	-0.1	0	-1.8	0.3	1.0	1.1	-1.2	-1	2	0.9
Cn1c(Cl)cnc1C(O)(c1ccccc1)c1ccccc1	-3	-0.7	-3	0.5	0.8	-0.5	0.3	-1.2	6	3	0.3
CC(=O)c1c(C)[nH]c(C(=O)COC(=O)c2cc(S(=O)(=O)N(C)c3ccccc3)ccc2Cl)c1C	-3	0.6	2	1.8	-0.4	1.3	2.1	-1.1	-1	1	-0.1
Cc1nc(Nc2cccc(O)c2)c2oc3ccccc3c2n1	-3	-1.2	12	-0.1	-0.2	-0.3	-0.1	-0.8	13	11	-0.2
NC(N)=Nc1nc(CCN2C(=O)c3ccccc3C2=O)cs1	-2	-0.4	-3	-1.4	0.7	3.5	0.1	-1.6	1	0	-0.6
C=CCN(CC#Cc1cccnc1)Cc1ccc(OC)cc1OC	-2	-2.8	-9	.	-0.1	-3.4	.	-1.5	5	-8	-0.9
O=C(NC(Cc1ccccc1)C(=O)O)/C(=C/c1ccc(Cl)cc1)NC(=O)c1ccccc1 (stereo unspecified)	0	-1.0	2	1.4	0.0	0.3	-0.5	-1.1	-5	0	0.5
O=[N+]([O-])c1ccc(/C=N/NC(=S)Nc2ccccc2)o1	-4	0.7	0	-0.2	-0.2	1.4	0.4	-0.4	12	-6	-1.8
CN(C)S(=O)(=O)c1cccc(-c2csc(=Nc3ccccc3)n2CCCN2CCOCC2)c1	1	0.1	1	1.0	0.8	-4.1	0.0	-0.8	-7	-1	-0.4
CC1CCN(CC(=O)c2cccs2)CC1	-2	1.5	-3	-0.7	-0.1	9.8	3.1	0.5	7	-1	0.4
O=C(CCN1C(=O)C2CC=C(Cl)CC2C1=O)N1CCCCC1 (stereo unspecified)	0	-0.2	.	1.0	1.3	-0.3	0.9	-1.6	-4	.	-0.4
COc1cccc(N2CCN(c3ccc4nnc(CCC(=O)Nc5ccc(F)cc5)n4n3)CC2)c1	-3	2.3	-2	-0.6	0.1	1.8	-0.5	-1.1	-2	-9	-0.4
O=C(COC(=O)c1ccc(F)c(S(=O)(=O)N2CCOCC2)c1)Nc1ccc(Cl)cn1	-2	0.0	1	2.2	0.6	-1.6	-3.1	-1.0	-4	0	2.2
O=C(O)Cc1ccc(C(=O)c2ccc(Cl)cc2)s1	-1	1.0	-1	-0.4	-0.1	2.8	-1.5	-0.1	-6	0	-0.6
CCN(CC)S(=O)(=O)c1ccc(Nc2ccc(-c3ccc4c(c3)OCCO4)nn2)cc1	8.6*	0.2	-9	0.2	0.0	1.2	0.7	-1.5	1	4	0.3
CCOc1cc(N2CCOCC2)c(OCC)cc1NS(=O)(=O)c1ccc2c(c1)CC(=O)N2	-2	4.1	0	0.8	0.3	-2.5	1.0	-0.6	-14	-5	-0.1

# Next section; the last two above are carried over.
smiles	SMARCA2 activ	hcDAF12 agonist	NPR1 activator	DAX1 inh-1	proKLK7 act	hgDAF12 agonist	FXN GAA850 act	ssDAF12 agonist	sPLA2-III inh	GC-B act	DAX1 inh-2
CCN(CC)S(=O)(=O)c1ccc(Nc2ccc(-c3ccc4c(c3)OCCO4)nn2)cc1	8.6*	0.2	-9	0.2	0.0	1.2	0.7	-1.5	1	4	0.3
CCOc1cc(N2CCOCC2)c(OCC)cc1NS(=O)(=O)c1ccc2c(c1)CC(=O)N2	-2	4.1	0	0.8	0.3	-2.5	1.0	-0.6	-14	-5	-0.1
CC(C)(C)c1cc(C(=O)NNc2ccc(OC(F)(F)F)cc2)n(Cc2ccccc2)n1	-2	-0.6	4	1.0	0.6	2.2	1.0	-1.0	-2	0	0.2
O=[N+]([O-])c1cc(/C=N/NC(=S)Nc2ccccc2Cl)ccc1Cl	3	0.8	58*	0.4	0.4	-1.6	-0.2	-1.4	4	-5	0.4
O=C(CSc1nnc2ccccn12)NCCN1C(=O)CSC1=O	0	-0.7	3	0.8	-0.1	0.4	0.1	-1.1	1	-1	0.1
Cc1c(C)n(C(=O)CN2CCC(C(N)=O)CC2)c2ccccc12	2	0.8	-1	-0.4	-0.1	1.9	1.3	-1.0	4	6	0.6
CN(C)S(=O)(=O)c1ccc(C(=O)Nc2nnc(SCc3cccc4ccccc34)s2)cc1	-4	-1.3	-6	-1.0	0.8	-3.6	-0.5	-0.9	4	1	-0.1
CCOc1ccc(OCc2ccc(C(=O)NCc3ccncc3)o2)cc1	1	0.0	-1	0.0	0.3	3.2	4.4	-0.5	1	6	-0.7
CSc1cccc(NC(=O)c2[nH]c(C)c(C(C)=O)c2C)c1	5	0.7	2	1.2	0.2	6.3	3.5	-0.8	7	-1	0.7
COc1cc(/C=C2\NC(=S)N(C)C2=O)ccc1OCc1ccccc1F	-4	-0.8	20	-0.9	-3.0	-0.7	2.9	-0.8	18	21	0.2
